Source: PubChem BioAssay
EPAC1 antag – antagonists of human EPAC1 | EPAC1 GEF assay, Rap1b-BODIPY-GDP exchange fluorescence | Potency, µM (doses to about 115 µM), for the others: at the top dose activity change, negative = inhibition, actives largely listed as inhibitors | 0.14% of 360,000 active;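 note: potency is the fitted concentration of half-maximal effect; plate controls were vehicle for no effect and positive control for full effect; nearly all actives have a fitted effect of over 50% in size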
WRN helicase inh – inhibitors of human WRN helicase | Q14191 | WRN helicase unwinding, fluorescent forked duplex, kinetic | Potency, µM (top dose mostly 114 µM), for inactives: at the highest dose activity change, negative = inhibition, actives largely listed as inhibitors | 0.46% of 360,000 active | AID 651768; note: potency is the fitted concentration of half-maximal effect; % is set by controls: 0 for no effect and ±100 for the full control effect; nearly all actives have a fitted effect of over 55% in size
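Kinetic red-fluorescence monitoring (525/598 nm) tracks WRN helicase activity after 100 nM fluorophore-quencher forked duplex and 2 mM ATP are added to 20 nM enzyme pretreated 15 min at room temperature with compound.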
PI5P4K alpha inh – blocks human PI5P4K alpha kinase activity; P48426; PI5P4Kalpha enzyme, ADP-Glo luminescence, 60 min; active compounds read low; max response, %; 1.2% of 330,000 active; active = max response of -50% or lower; inconclusive = between -30% and -50%; inactive = -30% or higher; note: value at the top dose of about 77 µM; % is set by controls: 0 for no effect and ±100 for the full control effect
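Quantitative HTS of the MLSMR library against PI5P4Kalpha with substrate. ATP added last at 5 microM final; room temperature, 60 minutes. Remaining ATP depleted, ADP converted and read as luminescence.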
PLK1 PBD inh – PLK1 (human) polo-box domain binding inhibition; Potency, µM, for inactives: max response, negative = inhibition, actives largely listed as inhibitors; P53350; Plk1 PBD binding of FITC phosphopeptide, fluorescence polarization; 2.8% of 360,000 active; note: potency is the fitted concentration of half-maximal effect; series mostly up to about 57 µM; % is set by controls: 0 for no effect and ±100 for the full control effect; nearly all actives have a fitted effect of over 65% in size
IL-2 act – activates IL-2 in a cell-based reporter assay; IL-2 activation reporter assay, cell-based qHTS; stimulated with anti-CD3/CD4/CD28 beads; in transgenic mouse T cells; activation, % (series mostly up to about 46 µM); 0.065% of 360,000 active; AID 652025; in the data active = activation above about 50%; inconclusive = mostly about 30% to 49%; note: 0% is about no effect
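Readout is EGFP and DsRed signal by fluorescent plate cytometry after 18 h at 37 degrees C. Transgenic mouse T cells (750/well) received compound for 60 min before bead stimulation (anti-CD3, anti-CD4, anti-CD28); memory T cells served as non-tolerant control.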
CCT modulator – changes cytosolic chaperonin activity; purified chaperonin ATPase assay, HTRF ADP detection, 30 min; 0.3% of 360,000 active; activity change, % (test concentration not listed), hits read low; in the data active = activity change below about -30%; note: % is set by controls: 0 for no effect and ±100 for the full control effect
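First, chaperonin was dispensed at 40 nM or 20 nM final depending on batch activity. Next, compounds were pinned at 76 uM and ATP added at 10 uM. After 30 min at 37 °C, ADP detection reagents ran 30 min at ambient temperature.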
EPAC1 ag – agonists of human EPAC1; AID 720707; Potency, µM (top dose mostly 154 µM), for inactives: top-dose activation, usual class: activators; EPAC1 agonist qHTS, biochemical assay; response scale: 100% = response to 6.5 mM cAMP; 0.073% of 360,000 active; O95398; note: potency is the fitted concentration of half-maximal effect; nearly all actives have a fitted effect of over 60% in size
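Multi-concentration qHTS readout: loss of Rap1B-bound BODIPY-GDP fluorescence driven by 100 nM EPAC1 with excess GDP (50 uM), monitored kinetically at room temperature; agonist response expressed relative to 6.5 mM cAMP.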
EPAC2 agonist – activates human EPAC2 exchange factor. Q8WZA2. EPAC2 activation, biochemical qHTS; response scale: 100% = 6.5 mM cAMP response. Potency, µM (top dose mostly 154 µM), inactives show top-dose activation, actives largely listed as activators. 0.079% of 360,000 active. AID 720711; note: potency is the fitted concentration of half-maximal effect; nearly all actives have a fitted effect of over 50% in size
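Nucleotide exchange monitored as fluorescence drop when BODIPY-GDP leaves Rap1B. Reaction: 100 nM EPAC2, 250 nM RAP1B-BODIPY-GDP, 50 uM GDP, room temperature, kinetic read over 30 min. Activity expressed relative to 6.5 mM cAMP.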
* hit, by the source's call; ? = inconclusive; · = no result given; [ ] = remark or other dose. Unless noted, calls come from the whole dose curve; as a rule, active = well fitted curve in the direction sought with a large enough effect; inconclusive = small, poorly fitted or top-dose-only effect, or another doubt; inactive = no such curve, though single readings can be large; an effect the other way counts as inactive or inconclusive.

Every second line gives: EPAC1 antag, WRN helicase inh, PI5P4K alpha inh, PLK1 PBD inh, IL-2 act, CCT modulator, EPAC1 ag, EPAC2 agonist
CN(C)S(=O)(=O)c1cccc(C(=O)OCC(=O)N2CCCC2=O)c1
    -1%, 4%, -6, -12%, -1.5, -3.9, -5%, 17%
CC(=O)c1cccc(NC(=O)c2cc(-c3cccs3)on2)c1
    -7%, -3%, 4, 1%, -0.5, -2.0, 3%, 9%
COc1ccc(CNC(=O)c2ccc(-n3cncn3)c3ccoc23)cc1OC
    10%, -7%, -2, -4%, -0.1, -2.5, 0%, 5%
CCN(CC)S(=O)(=O)c1ccc2oc(Nc3ccccc3)nc2c1
    -8%, -6%, -9, -21%, 0.8, -0.6, 8%, 9%
COc1ccc(C(=O)NC2CC(C)(C)NC(C)(C)C2)cc1S(=O)(=O)N1CCOCC1
    9%, -3%, 5, -4%, -3.0, -0.9, 8%, 2%
CCCCOc1ccc(CSC(=N)N)cc1Cl
    10%, 1%, 1, -9%, -6.1, -1.4, 6%, 8%
COc1cc(SC)ccc1C(=O)OCC(=O)N1CCN(C(C)=O)CC1
    -11%, 6%, 2, -4%, -4.0, -2.9, 1%, 13%
Cc1cc(C)c(S(=O)(=O)N2CCN(S(=O)(=O)N3CCCCCC3)CC2)c(C)c1
    -8%, 0%, 7, -2%, 1.2, -0.1, -6%, 3%
COc1ccccc1Nc1ccc(N)cc1
    17%, -2%, -5, -21%, -0.9, -2.1, 3%, 8%
Nn1c(C2CCC2)nc2ccccc2c1=O
    12%, 3%, -12, -6%, -0.5, 0.2, 9%, 2%
CNC(=O)C[C@H]1C(=O)N(CCc2ccccc2)C[C@@H]1CSC
    -8%, -2%, -2, -2%, -3.6, -1.7, 7%, 8%
O=C(NCCCCNC(=O)c1c(Cl)cccc1Cl)c1c(Cl)cccc1Cl
    4%, -31%, 0, -9%, -0.3, 0.4, 6%, 5%
Cc1ccc(S(=O)(=O)NN=C2CCCc3ccccc32)cc1
    1%, 3%, 3, -1%, 0.0, -2.3, -5%, 11%
O=C(NNC(=O)C1CCCC1)c1ccccc1F
    -21%, 11%, 5, 0%, -1.3, -0.6, -8%, -3%
COc1cc(Cl)ccc1OCc1cc(C(=O)N(C)Cc2nnc(C)o2)no1
    -5%, 10%, -2, -3%, -0.9, 0.0, -13%, 7%
CCOC(=O)c1c(C)[nH]c(C(=O)C(C)Cl)c1C (stereo unspecified)
    -21%, 13%, -9, -24%, 3.3, -3.6, -6%, 8%
CCOC(=O)c1c(NC(=O)Cn2c(=O)oc3ccccc32)oc(C)c1C(C)=O
    ?, -19%, 4, -7%, -2.1, 1.9, 4%, 10%
Cc1ccc(-n2c(C)nnc2SC(C)C(=O)N2CCCC2)cc1 (stereo unspecified)
    7%, 2%, 3, 1%, -1.6, -2.3, 1%, 10%
Cc1ccccc1-c1csc(C(O)c2ccc(F)c(F)c2)n1 (stereo unspecified)
    -8%, -2%, 7, -8%, -0.6, -2.2, -10%, 20%
O=C(O)CSc1ccc2nnc(-c3cccnc3)n2n1
    -17%, -12%, -15, -8%, -0.7, -3.0, 8%, 9%
O=[N+]([O-])c1ccccc1S(=O)(=O)N1CCN(C2CCCC2)CC1
    4%, -7%, -12, 1%, -3.1, 0.9, 2%, -6%
CC(C)C(=O)Nc1cccc(C(=O)OCC(=O)c2ccc(Cl)cc2Cl)c1
    2%, 9%, ·, 1%, 0.3, -2.9, -9%, -9%
CC1(C)CC(=O)N(Cc2ccccc2)C(=O)C1
    -19%, -2%, 0, -10%, -2.1, 2.9, 2%, 6%
Cc1cc(C)c(C(=O)NC2CCCc3c2cnn3-c2cccc(C)c2C)o1 (stereo unspecified)
    -1%, 6%, 1, -17%, -5.1, -2.1, 0%, 17%
Cc1cc(Br)ccc1OCC(=O)NNC(=O)C(=O)Nc1ccccc1
    -8%, -23%, -17, ?, -2.5, 1.6, 3%, 1%
Cc1cc(C(=O)N2CCC2(C)C(=O)O)nn1C(C)(C)C (stereo unspecified)
    -26%, -3%, -3, -6%, -0.6, 0.3, -4%, 9%
CCC(C(=O)NCc1ccc(OC)cc1)n1nc(C)n2c(cc3occc32)c1=O (stereo unspecified)
    0%, 6%, ·, -2%, 2.5, 0.4, 2%, 2%
CCOC(=O)[C@H]1[C@H]2COc3ccc(Br)cc3[C@H]2N2C(=O)CNC(=O)[C@@]12C
    -13%, -2%, 3, -4%, 0.0, 0.0, 0%, 3%
O=C(Nc1ccccc1O)c1cccc(S(=O)(=O)Nc2ccccc2O)c1
    -7%, ?, 1, -10%, -0.4, -4.0, 4%, 7%
CC(Oc1ccc(Br)cc1)C(=O)NCCCN1CCCC1=O (stereo unspecified)
    -16%, ?, 4, -16%, 1.5, 0.0, -3%, 10%
Cc1noc(C)c1NC(=O)N(C)C[C@H]1OCCCC[C@@H](C)Oc2ccc(NS(=O)(=O)c3ccccc3)cc2C(=O)N([C@H](C)CO)C[C@@H]1C
    -7%, -6%, -1, -10%, -1.2, -3.7, -10%, 6%
O=C(CSc1nc2ccc([N+](=O)[O-])cc2[nH]1)NC1CCCCC1
    -4%, 2%, ·, -8%, 0.2, -1.8, 1%, 5%
O=C(O)CC(NC(=S)NCc1ccccc1)C(=O)O (stereo unspecified)
    -15%, 0%, -2, -7%, -0.4, 0.5, -6%, -2%
COC(C(=O)N1CCC(CCC(=O)Nc2ccccc2)CC1)c1ccccc1 (stereo unspecified)
    -13%, ?, 5, 3%, -3.2, -2.1, 8%, -4%
Cc1ccc(N(CC(=O)NCc2ccccc2)C(=O)CCC(=O)Nc2ccccn2)c(C)c1
    -18%, -3%, 6, -4%, -2.2, -1.3, -3%, 3%
c1ccc(Nc2nc(-c3ccncc3)cs2)nc1
    3%, -14%, 1, -7%, -0.1, -2.6, -3%, -3%
CC(=O)N1N=C(c2cccc([N+](=O)[O-])c2)OC1c1ccccc1Cl (stereo unspecified)
    -2%, 5%, 1, -9%, -2.0, -3.4, 17%, 16%
COc1cc(C=CC(=O)OCC=Cc2ccc3c(c2)OCO3)cc(OC)c1OC
    -6%, -13%, 9, -1%, -3.3, -5.2, 6%, 10%
COc1cc(C(=S)N2CCCC2)ccc1OCc1ccc(C)cc1
    0%, 5%, -2, ?, 0.8, -2.0, 12%, 13%
CCCn1c(SCC(=O)Nc2ccc3c(c2)OCO3)n[nH]c1=O
    -2%, -4%, -2, -3%, -0.8, -0.1, 10%, 6%
CCN1C(=O)[C@H]2[C@@H](c3ccc(-c4ccc(C(C)=O)cc4)cc3)N[C@@](C)(C(=O)OC)[C@H]2C1=O
    -3%, 11%, -2, -1%, -0.5, -0.9, 12%, 7%
O=c1cc(O)nc2n1CCCS2
    7%, -8%, -7, -4%, -2.2, -9.3, 2%, 0%
CCCc1nc(NCC2CCCO2)c2nnn(Cc3ccccc3)c2n1 (stereo unspecified)
    5%, -15%, 11, 2%, -0.6, 2.1, 0%, -82%[inhibitor][15.6 µM]
Cc1cnc(C(=O)OCc2csc(CC(=O)Nc3ccccc3C)n2)cn1
    -11%, -23%, 6, 1%, 3.2, -0.4, 0%, 2%
CCCn1c(SCC(=O)Nc2ccc(NC(C)=O)cc2)nc2c1c(=O)n(C)c(=O)n2C
    -8%, 4%, -1, 0%, 0.1, -0.6, 3%, 4%
CCOc1ccc2nc(NC(=O)c3ccoc3C)sc2c1
    8%, -5%, ?, -16%, 0.0, 2.0, -6%, 3%
O=[N+]([O-])c1cccc(/C=N/N=C\c2ccccc2)c1
    2%, 7%, -2, -21%, -4.1, 0.3, 2%, 10%
CC1=C(C)CC2C(=O)N(c3cccc4ccccc34)C(=O)C2C1 (stereo unspecified)
    -12%, 1%, -9, ?, 3.6, 1.1, -4%, -1%
CC1CCN(C(=O)CSc2nc3c(c(=O)n2C)SCC3)CC1
    16%, -36%, 0, -3%, -4.5, 0.1, -1%, 6%
N#Cc1cnn(-c2ncnc3sc4c(c23)CCCC4)c1N
    13%, -8%, -2, -6%, -2.8, 0.6, 10%, -2%
N#Cc1ccccc1OCC(=O)Nc1ccc(S(=O)(=O)N2CCOCC2)cc1
    -20%, -5%, -2, -11%, -0.8, -3.3, -1%, 14%
CC(=O)Nc1ccc(NS(=O)(=O)c2cccc3nonc23)cc1
    12%, -2%, -4, -5%, -0.6, 0.0, 12%, 7%
COc1ccc(CC(=O)Oc2ccc(C)cc2C)cc1
    -7%, 5%, -1, 4%, -0.4, 1.1, 6%, 17%
COc1cc(NC(=S)N2CCN(c3ccccn3)CC2)cc(OC)c1OC
    2%, -2%, 1, -7%, -4.1, -1.8, -3%, ?
Cc1cc(Br)c(NC(=O)CCl)c(Br)c1
    8%, -15%, -4, -13%, 0.8, -0.3, 4%, 1%
Cc1cc(C)cc(NS(=O)(=O)c2c(C)[nH]c(=O)[nH]c2=O)c1
    6%, 7%, -3, 3%, -3.8, -0.5, -7%, 2%
COc1cc(CN2CCNC(=O)C2CC(=O)NC2CCCC2)cc(OC)c1 (stereo unspecified)
    -4%, -11%, -5, -7%, 1.8, 0.2, 1%, 3%
Cc1ccc(C(=O)c2coc3ccc(O)c(CN4CCN(C)CC4)c23)cc1
    13%, -6%, ·, -4%, -2.9, -0.1, -3%, 5%
COc1ccccc1NC(=O)NC1(C(=O)N2CCCCC2)CCCCC1
    0%, 8%, -6, -11%, -0.3, -0.7, 12%, -1%

For reference, part of the list above:
Every second line gives: EPAC1 antag, WRN helicase inh, PI5P4K alpha inh, PLK1 PBD inh, IL-2 act, CCT modulator, EPAC1 ag, EPAC2 agonist
Cc1ccc(C(=O)c2coc3ccc(O)c(CN4CCN(C)CC4)c23)cc1
    13%, -6%, ·, -4%, -2.9, -0.1, -3%, 5%
COc1ccccc1NC(=O)NC1(C(=O)N2CCCCC2)CCCCC1
    0%, 8%, -6, -11%, -0.3, -0.7, 12%, -1%

A portion of the library; count on the stated rates, not on these rows.
